# RMI FANCM FP: blocks RMI1/RMI2 complex binding to FANCM MM2 peptide; hit rate 0.58% among 70,000; Fluorescence polarization, RMI core complex with F-MM2 peptide; stronger effect = lower value; FP signal (polarization) at 33 µM; AID 1159607; in the data active means FP signal below about 40; further: inactives centre near 61; strong numbers were not always called active; unit not given here
# * marks the source's active call; other numbers are inactive results; & = joins results of further samples.
RMI FANCM FP	SMILES
57	Cc1ccc(C)c(-c2nnc(NC(=O)C3COc4ccccc4O3)o2)c1 (stereo not drawn)
77&63	N#C/C(=C\Nc1cccc(Cl)c1)S(=O)(=O)c1ccc(Cl)cc1
61	COc1cc(Nc2c(C#N)cnc3c(F)cccc23)cc(OC)c1OC
52	Cc1ccc([N+](=O)[O-])cc1NC(=O)C(=O)NCc1ccco1
64	COc1ccccc1NC(=O)/C=C1\SC(=O)NC1=O
57	CC1(C)C(=O)NCCN1C(=O)CCCS(=O)(=O)c1ccc(F)cc1
50	CS(=O)(=O)c1ccccc1C(=O)Nc1nc(-c2cc3ccccc3o2)cs1
57	Cc1oc2c(c1C(=O)O)C(=O)c1ccccc1C2=O
63	O=C(/C=C/c1ccco1)NCCc1ccccc1
60	COc1ccc(-c2c(-c3ccc(O)cc3O)n[nH]c2C)cc1
75	Cc1cc(C)c2sc(N(CCN(C)C)C(=O)c3ccc(S(=O)(=O)N4CCCC4)cc3)nc2c1
59	CCn1nnc2c(N3CCN(c4ccc(F)cc4)CC3)ncnc21
53	COc1ccc(SCCCC(=O)Nc2nccs2)cc1
64	O=C(NCCn1ncc2c(=O)n(Cc3cccc(Cl)c3)cnc21)C1(c2ccc(Cl)cc2)CCCC1
64	Cc1cc(S(=O)(=O)Nc2cccnc2)ccc1F
50	Nc1ncnc(Nc2ccc(S(N)(=O)=O)cc2)c1[N+](=O)[O-]
61	COc1cc(C2SCCS2)cc(Br)c1OS(=O)(=O)c1ccc(C)cc1
77	CCOC(=O)c1c(NC(=O)c2cccc(Br)c2)sc2c1CCCCC2
56	CC(C)N(C(=O)CSc1nnc(C2CCCCC2)n1N)c1ccccc1
64	Cc1nc2sccn2c(=O)c1NC(=O)C1CCCO1 (stereo not drawn)
74	CCOc1ccc(-c2csc(-n3nc(C)cc3NC(=O)c3cc4ccccc4o3)n2)cc1
58	CCOC(=O)CC(=O)c1cccc([N+](=O)[O-])c1
55	Cc1nnc2ccc(-c3cccc(NS(=O)(=O)c4cccc(C(F)(F)F)c4)c3)nn12
67	CCOC(=O)c1ccc(S(=O)(=O)N2CCN(c3ccc4nncn4n3)CC2)cc1
88	CC(C)(C)c1ccc(NC(=O)CCSc2ccc3ccccc3n2)cc1
60	Cc1ccccc1N1C(=O)c2cccc3c(C(=O)O)ccc(c23)C1=O
51	Cn1cc(C(=O)Nc2ccc(Cl)c([N+](=O)[O-])c2)c2[nH]c(=O)n(-c3ccc(Cl)cc3)c(=O)c21
54	Cc1ccc(S(=O)(=O)N2CCOC23CCN(C(=O)C(=O)Nc2ccc(C)cc2C)CC3)cc1
48&52	C/C(=N/NS(=O)(=O)c1ccc(C)cc1)c1ccc(OCCOc2ccc([N+](=O)[O-])cc2)cc1
56	CC1(C)CC[C@]2(C(=O)O)CC[C@]3(C)C(=CCC4[C@@]5(C)CC[C@H](O)[C@@](C)(CO)C5CC[C@]43C)C2C1 (stereo partly drawn)
54	O=C(O)/C=C/C(=O)Nc1ccccc1C(F)(F)F
60	COCCCNC(=S)NS(=O)(=O)c1ccccc1
102	O=c1c2nnn(Cc3cccc(Cl)c3)c2ncn1Cc1nc(-c2ccc3c(c2)OCO3)no1
99	COc1ccc2nc(-c3ccc(F)c(NC(=O)Cc4ccccc4)c3)cn2n1
61	COC(=O)c1ccc(C2C(S(=O)(=O)c3ccc(C)cc3)=C(O)C(=O)N2Cc2ccc(F)cc2)cc1 (stereo not drawn)
52	N#Cc1ccc(CN=Cc2cc(Br)ccc2O)cc1
53	CC1CCN(C(=S)NC(=O)c2ccc(F)cc2)CC1
59	CN(C)S(=O)(=O)c1ccc(C(=O)NNC(=O)c2ccc3ncsc3c2)cc1
42	COc1ccc(/C(C)=N\OCc2cccc(C(=O)O)c2)cc1OC
73	O=C(CS(=O)(=O)Cc1ccccc1)N(CC1CCCO1)c1nc2c(F)cccc2s1 (stereo not drawn)

# Look-ups from above:
# CCOC(=O)c1ccc(S(=O)(=O)N2CCN(c3ccc4nncn4n3)CC2)cc1 in RMI FANCM FP = 67
# Cc1ccccc1N1C(=O)c2cccc3c(C(=O)O)ccc(c23)C1=O in RMI FANCM FP = 60
# CCOc1ccc(-c2csc(-n3nc(C)cc3NC(=O)c3cc4ccccc4o3)n2)cc1 in RMI FANCM FP = 74
# CCOC(=O)CC(=O)c1cccc([N+](=O)[O-])c1 in RMI FANCM FP = 58

# (listing goes on)
RMI FANCM FP	SMILES
74	Cc1nc(NCc2ccccc2)c2ccsc2n1
59	O=C1C=CC(=O)C2C3c4ccccc4C(c4ccccc43)C12 (stereo not drawn)
59	O=C(NCc1cccs1)C1CCN(c2ccc(-c3ccco3)nn2)CC1
119	Cc1cc(C)c2sc(N(Cc3cccnc3)C(=O)COc3ccccc3)nc2c1
78	Cn1c(=NC(=O)C2CC2)sc2c3ccccc3ccc21
59	C[C@@H]1CC[C@@]2(OC1)OC1CC3C4CC=C5C[C@@H](O)CC[C@]5(C)C4CC[C@]3(C)C1[C@@H]2C (stereo partly drawn)
64	Cc1n[nH]c(=S)[nH]c1=S
67	CNC(=O)CSc1nc2c(cnn2-c2cccc(Cl)c2)c(=O)[nH]1
61	CCCONC(=O)Nc1ccccc1[N+](=O)[O-]
53	Cc1cn(-c2ccccc2)nc1C(=O)Nc1nn(C)c2ccccc12
61	O=c1c2scc(-c3cccc(F)c3)c2ncn1Cc1ccccc1Cl
51	CN(C)C(CNC(=O)C(=O)Nc1ccncc1)c1ccco1 (stereo not drawn)
53	COc1cccc(-c2nnc(-c3ccccc3NS(=O)(=O)c3ccc(Cl)cc3)o2)c1
59	N#Cc1ccc(-c2ccc3c(c2)OCO3)nc1SCC(=O)N1CCOCC1
56	Cc1noc(-c2ccccc2)c1NC(=O)Nc1cc(C2CC2)nn1C
89	COc1cccc(-c2cc(-c3nc(-c4ccc5c(c4)OCO5)no3)[nH]n2)c1
79	O=C(Nc1cccc([N+](=O)[O-])c1)c1ccc(Br)cc1F
70	CCOC(=O)c1c(C)[nH]c(C(=O)/C(C#N)=C\c2ccco2)c1C
70	Cc1nnc2ccc(N3CCN(C(=O)COc4cccc(Cl)c4)CC3)nn12
70	COc1ccc(S(=O)(=O)CCC(=O)Nc2nnc(-c3ccc(Br)s3)o2)cc1

# Rewritten bar-delimited: 2 of the compounds above
mol | RMI FANCM FP
CS(=O)(=O)c1ccccc1C(=O)Nc1nc(-c2cc3ccccc3o2)cs1 | 50
Cc1oc2c(c1C(=O)O)C(=O)c1ccccc1C2=O | 57

# Additional structures
RMI FANCM FP	SMILES
67	COc1ccc(NC(=O)Nc2nc(-c3ccc4c(c3)OCO4)cs2)cc1
55	O=c1cc(Nc2ccc(Cl)cc2)nc(COc2ccccc2)[nH]1
59	S=C1NCN(CC2CCCO2)CN1 (stereo not drawn)
61	O=C(O)C1CC(=O)N(c2ccc(OC(F)(F)F)cc2)C1 (stereo not drawn)
59&53	O=[N+]([O-])c1cc(C2SCCS2)ccc1SCc1ccco1
63	Cc1cc(C)nc(NC(C(=O)O)C(C)C)n1 (stereo not drawn)
54	CC1(C)C(=O)N(CCN2CCC(C(=O)c3ccc(F)cc3)CC2)c2ccccc21
78	CC(C)N1CCC(CNS(=O)(=O)c2ccc(-c3ccccc3)cc2)CC1
65	CCOC(=O)c1ccc(NC(=O)c2ccn(CC)n2)cc1
61	Cc1ccc2nc(NNC(=S)Nc3ccccc3)nc(-c3ccccc3)c2c1
54	CCOc1cc(-c2nnc(NC(=O)c3cc4cc([N+](=O)[O-])ccc4s3)o2)cc(OCC)c1OCC
67	Cc1cc2cc(CNC(=O)Cc3ccc(Cl)cc3)ccc2n1C
71	N=C1S/C(=C\c2ccc(Cl)cc2)C(=O)N1c1ccc(S(N)(=O)=O)cc1
59	CC(C)(C)C(=O)Cn1nnc(N2CCCC2)n1
50	COc1ccc(CCC(=O)NCC(c2cccc3ccccc23)N2CCOCC2)cc1 (stereo not drawn)
66	CNC(=O)c1ccsc1N
49	Cc1ccc(CCN2CSC(=S)N(CCc3ccc(C)cc3)C2)cc1
83	CCCOc1ccc(S(=O)(=O)Nc2ccc3c(c2)N(S(=O)(=O)CC)CCC3)cc1C
63	O=C(Nc1ccccc1)Nc1ccccc1Oc1ccccc1
61	S=C(NCCn1ccnc1)Nc1ccc(Cl)cc1

# Continued, starting with the last five of the part before.
RMI FANCM FP	SMILES
66	CNC(=O)c1ccsc1N
49	Cc1ccc(CCN2CSC(=S)N(CCc3ccc(C)cc3)C2)cc1
83	CCCOc1ccc(S(=O)(=O)Nc2ccc3c(c2)N(S(=O)(=O)CC)CCC3)cc1C
63	O=C(Nc1ccccc1)Nc1ccccc1Oc1ccccc1
61	S=C(NCCn1ccnc1)Nc1ccc(Cl)cc1
55	NC(=O)c1cc(-c2ccccc2)sc1NC(=O)COc1ccc(Cl)cc1Cl
54	Cc1ccc2ncnc(Oc3ncccc3NC(=O)C(C)(C)C)c2c1
58	CC(C)(C=O)Cc1cc(C(C)(C)C)c(O)c(C(C)(C)C)c1
67	CS(=O)(=O)N1CCCC(C(=O)Nc2nc(-c3cc(Cl)sc3Cl)cs2)C1 (stereo not drawn)
61	NCCNc1cccc2c(S(=O)(=O)O)cccc12
64&58	CN1CCN(C(CNC(=O)C(=O)NCc2ccccc2Cl)c2ccc3c(c2)OCO3)CC1 (stereo not drawn)
59	Cc1nnc(SCc2ccc(C(F)(F)F)cc2)[nH]c1=O
47	COC(=O)c1ccccc1Sc1c(-c2ccccc2)nc2ncccn12
83	Cc1cc(C)n(CC(=O)NCc2ccc(F)cc2)c(=O)c1-c1nc(-c2ccccc2)no1
58	CN(CC1CCCO1)S(=O)(=O)c1ccc(C(=O)Nc2ccc3c(c2)OCO3)cc1 (stereo not drawn)
70	CCOc1ccc(-c2csc(-n3nc(C)cc3NC(=O)c3cccc(OC)c3OC)n2)cc1
66	CCCOc1ccc(S(=O)(=O)Nc2ccc3c(c2)CCC(=O)N3Cc2ccccc2)cc1
56	COc1ccc2sc(N(Cc3cccnc3)C(=O)/C=C\c3ccc([N+](=O)[O-])cc3)nc2c1
68	Cc1c(Cl)cccc1NC(=O)CC1CCCCN1S(=O)(=O)c1ccccc1 (stereo not drawn)
44	CC(O)C(O)[C@H]1CNc2nc(N)[nH]c(=O)c2N1 (stereo partly drawn)
92	Cc1nnc(SCc2ccc(C#N)cc2)c2ccccc12
140	Cc1ccc(-c2cc(C(=O)N/N=C\c3c(O)ccc4ccccc34)n[nH]2)s1
75	S=C(SCc1ncon1)N1CCSCC1
54	O=c1onc(-c2ccccc2)c2ccccc12
96	CC(C)(C)C(=O)Nc1ccc2oc3ccc(NC(=O)C(C)(C)C)cc3c(=O)c2c1

# Pulled by structure from the list above (two):
RMI FANCM FP	SMILES
75	S=C(SCc1ncon1)N1CCSCC1
54	O=c1onc(-c2ccccc2)c2ccccc12

# (continued)
RMI FANCM FP	SMILES
68	O=C(O)CC(CC(=O)O)c1ccccc1
50	CCOC(=O)c1nn(-c2ccc(F)cc2)c(=O)cc1NC(=O)c1cc2cccc(OCC)c2oc1=O
50	COc1ccc(NC(=O)CC(C)C)cc1N1CCCC1=O
56	Cc1ccc([N+](=O)[O-])cc1S(=O)(=O)NCc1nnnn1-c1ccc(Cl)cc1
53	CC(=O)Nc1cccc(OCCCNC(=O)c2cccs2)c1
58	CCOC(CNC(=S)NC12CC3CC(CC(C3)C1)C2)OCC
55	COC(=O)C1=C(N)CC(c2ccccc2)S1 (stereo not drawn)
65	Cc1ccc(S(=O)(=O)N=S(Cc2ccccc2)Cc2ccccc2)cc1
70	O=C(Nc1nc2c(s1)Cc1ccccc1-2)c1ccc([N+](=O)[O-])s1
64	O=C(NCCn1ncc2c(N3CCN(c4ccccc4)CC3)ncnc21)c1cccs1
76	CCOC(=O)c1sc(NC(=O)c2ccc(C#N)cc2)c(C(=O)OCC)c1C
45	COC(=O)/C(C#N)=C(\NC(=O)c1ccccc1)SC
56	O=C(c1ccco1)N1CCN(c2ccc3cccc(OCc4ccc(C(F)(F)F)cc4)c3n2)CC1
53	COc1cc(C(=O)Oc2ccc3oc(=O)cc(-c4cc5ccccc5o4)c3c2)cc(OC)c1OC
46	O=c1cc(C(F)(F)F)[nH]c2ccccc12
46	Cc1nc(C(F)(F)F)ccc1C(=O)NN1CCOCC1
75	CC1CN(C(=O)c2ccc(CNS(=O)(=O)c3cccc(Cl)c3)cc2)CC(C)O1 (stereo not drawn)
60	CC(=O)c1ccc2ccccc2c1OC(=O)c1cccnc1
39	COc1ccc(Nc2cc(N3CCC4(CC3)OCCO4)c3noc4c3c2C(=O)c2ccccc2-4)cc1
57	COc1ccc(OC)c(NC(=O)CC23CC4CC(C2)CC(c2ccccc2)(C4)C3)c1
87	O=C(Cc1csc(NC(=O)Nc2ccc(Cl)cc2)n1)Nc1ccc(F)c(Cl)c1
52	Cc1onc(-c2ccccc2)c1C(=O)Sc1ccc(C(F)(F)F)cn1
61	CC1(C)CCC(NC(=O)[C@@H](N)CCC(=O)O)CC1
66	O=C(NCCn1nc(-c2ccncc2)ccc1=O)c1ccccc1Cl
61&54	CCOc1ccccc1Oc1coc2c3c(ccc2c1=O)OCN(Cc1ccco1)C3
63	Cc1cc(Br)ccc1NC(=O)C(=O)c1c(C)[nH]c2ccccc12
56	COc1cc(C(=O)NCCc2csc3nc(-c4cccs4)nn23)c([N+](=O)[O-])cc1OC
63	COc1ccc(CC(=O)N2CCCC(c3nnc(C)s3)C2)cc1 (stereo not drawn)
56	COc1ccc(CCNC(=O)CSc2nnc(CSc3nc4ccccc4s3)n2C)cc1OC
58	O=C(Nc1ccc2ncsc2c1)C1CCCCC1
64	Cc1cc2cc(C)nn2c(N)n1
65	O=C1C(Cl)=C(Oc2ccccc2[N+](=O)[O-])C(=O)c2ccccc21
67	O=S(=O)(c1ccc(F)c(Cl)c1)N1CCN(c2ccc3nncn3n2)CC1
110	Cc1ccc(Cl)cc1NC(=O)Cn1c(C)nc2c(sc3ccccc32)c1=O
62	CCCCCCSc1nnc(C)c(=O)[nH]1
70	O=[N+]([O-])c1ccc(NS(=O)(=O)Cc2ccccc2)cc1

# Source: PubChem BioAssay

# These rows are one share of the data; count on the stated rates, not on these rows.
